From PubChem BioAssay
Xi reactivation – X-chromosome reactivation activator | XiGFP mouse fibroblasts, % GFP-positive cells imaging, 3 d; cells co-treated with 5-aza-dC sensitizer; scaled so ellipticine positive control = 100% | activation, % at 7.58 µM | 360,000 compounds, 0.055% hits;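 active = mean normalized replicate activation at least 10% and every replicate at or above 10%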;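 also: 0% = median of on-plate neutral control wells and 100% = ellipticine 6 µM median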
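assay system = SV40-immortalized XiGFP fibroblast cells, line 68-5-11 | buffer or medium = DMEM plus 5-aza-dC sensitizer | doses = single-point pinned compound dosing | times = 3-day compound exposure, then 15 min fixation at room temperature | benchmarks = positive control ellipticine, 6 µM final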
esBAF inh – SWI/SNF esBAF complex inhibition; mouse ES cells, Bmi1-luciferase knock-in reporter, 24 h; 100% = twice the neutral-well signal; reporter increase, % at 12.5 µM; 350,000 compounds, 2% hits; in the data active = activation above about 40%;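 also: 0% = median of the plate's neutral control wells and 100% = double that signal; a rise in the Bmi1 reporter signal indicates esBAF inhibition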
RAD52 inh – RAD52 (human) annealing inhibition; recombinant RAD52 DNA annealing, FRET fluorescence; inhibition, % at 18.7 µM; AID 651710; P43351; 360,000 compounds, 0.46% hits;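 active = every replicate showing at least 50% inhibition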
S100A4 MyoIIA – inhibitors of human S100A4 binding to myosin IIA peptide. S100A4/TAMRA-MyoIIA peptide fluorescence polarization. AID 652163. inhibition, % at 10.7 µM. 360,000 compounds, 0.14% hits;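 active = mean inhibition of at least 70% across replicates, with every replicate also reaching that level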
Target sequence (P26447 whole entry, looked up): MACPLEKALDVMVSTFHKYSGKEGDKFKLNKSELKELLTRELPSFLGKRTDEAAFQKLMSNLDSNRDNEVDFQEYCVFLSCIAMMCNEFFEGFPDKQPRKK
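incubation = readout 5 min after mixing, signal stable up to 60 min | system = S100A4 monomer protein | buffer or medium = HEPES pH 7.2 with CaCl2, KCl, NaCl, DTT, Triton | benchmarks = neutral control DMSO, positive control TFP | also added = fluorescent myosin IIA peptide, 5 nM | compound dosing = one concentration per compound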
EWS-Fli block – inhibitors of EWS/Fli oncoprotein transcriptional activity; 350,000 compounds, 0.67% hits; A673 NR0B1-luciferase reporter, viability-normalised; AID 651661; inhibition, % at 12.6 µM;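 active = mean inhibition of at least 50% after viability correction, with every replicate also passing that limit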;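 also: firefly luciferase signal divided by Alamar Blue viability fluorescence both relative to DMSO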
E-sel inducer – induces E-selectin expression in human endothelial cells; HUVEC E-selectin immunofluorescence imaging; normalized: neutral wells 0, TNF-alpha wells 100; AID 686992; activation, % at 7.58 µM; 260,000 compounds, 0.37% hits;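 active = mean E-selectin-positive cell signal at least 10% of the positive control, reached in at least 60% of replicates, without over 20% cell loss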;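 also: in these data hits start at about 27%; measured in HUVEC primary endothelial cells; signal is the percent of cells scored E-selectin positive by PE staining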
Target sequence (P16581 whole entry, looked up): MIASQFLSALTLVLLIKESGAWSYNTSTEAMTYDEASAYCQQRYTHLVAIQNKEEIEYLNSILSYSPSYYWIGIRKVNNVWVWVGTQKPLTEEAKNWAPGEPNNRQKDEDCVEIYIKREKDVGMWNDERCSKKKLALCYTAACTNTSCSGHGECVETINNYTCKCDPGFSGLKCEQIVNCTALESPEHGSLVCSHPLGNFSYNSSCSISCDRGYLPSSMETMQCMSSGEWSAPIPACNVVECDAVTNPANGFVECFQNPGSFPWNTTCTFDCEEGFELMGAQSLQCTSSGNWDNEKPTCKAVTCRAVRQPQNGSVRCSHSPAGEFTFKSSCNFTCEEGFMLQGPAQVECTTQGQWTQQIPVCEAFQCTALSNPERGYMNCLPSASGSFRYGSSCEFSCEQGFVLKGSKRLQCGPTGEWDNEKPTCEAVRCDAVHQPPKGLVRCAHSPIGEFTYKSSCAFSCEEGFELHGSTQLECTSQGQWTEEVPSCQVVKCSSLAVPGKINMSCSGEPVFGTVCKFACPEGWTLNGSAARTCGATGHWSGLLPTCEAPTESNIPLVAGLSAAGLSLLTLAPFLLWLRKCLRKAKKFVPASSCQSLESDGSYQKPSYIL
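Read-out: % PE-positive cells | Test system: HUVEC | Doses: One compound dose added by pin transfer | Buffer or medium: EGM-2 over gelatin coat | Signal: Immunofluorescence imaging | Benchmarks: TNF-alpha, DMSO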
FN deposit inh – fibronectin deposition inhibition | inhibition, % at 12.6 µM | 350,000 compounds, 0.086% hits | AH1F fibroblasts, Alexa488-fibronectin deposition fluorescence, overnight | AID 743247;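 active = mean inhibition across replicates of 30% or more, regardless of how many single replicates reach that level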;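 also: positive control wells lacked labelled fibronectin entirely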
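Test system: AH1F fibroblast monolayer depositing Alexa488-labelled fibronectin into matrix. Input: 10000 cells per well. Technique: fluorescence, ex 485 nm, em 525 nm. Buffer or medium: DMEM plus 2% serum, read in PBS. Timing: 1 h cell adhesion before compound, then overnight fibronectin incubation. Compound: single dose, pinned. Read-out basis: inhibition from reduced deposited-fibronectin fluorescence.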
RAD54 inh – RAD54 (human) branch migration inhibition; AID 602329; 360,000 compounds, 0.14% hits; inhibition, % at 10.4 µM; RAD54 Holliday junction branch migration, FAM/BHQ fluorescence; Q92698;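 active = mean normalized replicate activity at least 40 and at least half of replicates scoring 40 or more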;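 also: 0% = median of neutral control wells and 100% = median of positive control wells; inhibitors cause a drop in the FAM fluorescence signal; in these data hits start at about 50%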
Numbers without * were called inactive; / = not tested or not shown.

SMILES	Xi reactivation	esBAF inh	RAD52 inh	S100A4 MyoIIA	EWS-Fli block	E-sel inducer	FN deposit inh	RAD54 inh
Cc1ccc(S(=O)(=O)Nc2cccc3c2O[C@H](CN(C)S(=O)(=O)c2ccc(C)cc2)[C@H](C)CN([C@@H](C)CO)C3=O)cc1	-0.2	/	-6	-18	10	0.1	-12	/
O=C(CCN1CCCCC1)N[C@H]1C=C[C@H](CC(=O)N2CCC(Cc3ccccc3)CC2)O[C@@H]1CO	0.1	5	8	2	16	1.0	-8	-8
CC(=O)NC(CC(=O)N(Cc1ccccc1)c1ccc(C)cc1)c1ccccc1 (configuration not stated)	0.0	9	-4	-1	-6	-3.1	-6	2
Cc1sc(-c2ccccn2)nc1OC(=O)c1ccc(F)cc1F	0.3	4	-19	2	6	/	-15	/
COc1cc(C(=O)O/N=C(\N)c2cccc([N+](=O)[O-])c2)cc(OC)c1OC	-0.1	-2	-8	2	-8	/	7	-15
C[C@H](CO)N1C[C@H](C)[C@H](CN(C)CC2CCCCC2)OCCCC[C@H](C)Oc2ccc(NS(=O)(=O)c3cccs3)cc2C1=O	-0.1	2	34	-5	3	-0.1	/	9
CCN1CCN(CCOc2ccc(Br)cc2C)CC1	0.2	/	1	-4	-4	0.2	7	/
O=C(NCc1ccccn1)c1ccc(Cl)c(S(=O)(=O)N2CCCCC2)c1	0.0	/	-6	3	-4	/	-8	/
Cc1ccccc1Cn1c(C)c(C(=O)N(C)Cc2ccc(F)cc2)sc1=O	0.0	8	-10	-2	-2	/	0	6
O=C(NCc1cccs1)c1cc(S(=O)(=O)N2CCOCC2)c(Cl)cc1Cl	0.0	/	3	-1	/	-0.1	/	1
Cn1nc(C2CC2)cc1NC(=O)C1(C)CCN1C(=O)c1ccccc1CCc1ccccc1 (configuration not stated)	0.1	3	-7	2	6	0.0	6	-5
Cc1nc(NC(=O)CCc2ccccc2)ccc1Br	/	/	4	-6	/	/	0	-13
CCOC(=O)CN/C=C(\C#N)c1ccccc1	0.0	/	-22	0	9	/	1	/
COc1ccccc1C(=O)Nc1nc2ccccc2[nH]1	0.4	-84	17	18	92*	/	1	-1
Cc1ccc(C)c(NC(=O)CCCCCCCCCCC2COCCO2)c1 (configuration not stated)	0.0	4	-22	2	-20	0.0	0	8
CCN1/C(=C\C=C2\C(=O)N(c3ccccc3)C(=S)N2C)Sc2ccccc21	0.1	-9	-6	-14	-11	/	-3	/
Cc1nn(C)c(Oc2ccccc2)c1CCNC(=O)C(C)(C)C	0.4	/	-6	-1	-3	1.5	0	/
COc1cccc(N(CC(=O)NC2CCCCC2)C(=O)CCCC(=O)Nc2ccccn2)c1	0.5	1	0	6	-1	/	4	9
O=C(CCN1C(=O)/C(=C\c2cccs2)SC1=S)Nc1ccccn1	0.2	0	-201	1	13	16	-2	-10
S=C(NC1CCCCC1)N1CCn2cccc2C1c1ccncc1 (configuration not stated)	0.3	/	-17	-2	8	12	/	/
CSCCC(=O)Nc1ccc(C(C)=O)cc1	/	53*	-13	-1	-71	/	/	-2
[N-]=C=C1C(=O)NC(=O)C([n+]2ccc(-c3ccncc3)cc2)C1c1ccccc1C(F)(F)F (configuration not stated)	0.0	/	-39	9	-1	0.1	5	2
COc1ccc(NC(=O)Nc2ccc3c(c2)C(=O)N([C@@H](C)CO)C[C@H](C)[C@@H](CN(C)Cc2ccc(C(=O)O)cc2)O3)cc1	0.2	0	-4	5	-2	-3.2	/	-8
O=C(CSc1nc(=O)n(CCN2CCOCC2)c2c1CCCC2)Nc1ccccc1Cl	0.1	6	-9	3	10	-0.8	6	3
COCC#Cc1ccc2c(c1)O[C@H](CN(C)S(=O)(=O)c1ccc(OC)cc1)[C@H](C)CN([C@@H](C)CO)S2(=O)=O	-0.8	1	4	7	-2	-0.2	/	1
CC(=O)Nc1ccc(S(=O)(=O)NNC(=O)C(=O)NNc2ccccn2)cc1	-0.2	3	-6	5	1	-0.8	1	-11
CC(C)c1ccc(Nc2ncc3c(n2)CCN(C(=O)Nc2ccc(F)c(Cl)c2)C3)cc1	0.0	56*	-47	-2	-96	0.1	-8	-11
C[C@H](CO)N1C[C@H](C)[C@@H](CN(C)CC2CCOCC2)Oc2cc(C3=CCCC3)ccc2S1(=O)=O	-1.0	-7	-43	4	11	-0.1	/	-1
COc1ccccc1C(=O)NC(=O)COC(=O)c1ncc(Cl)c(Cl)c1Cl	-0.1	5	-9	0	-3	-1.2	4	-6
O=C(NCc1cccnc1)c1cc(C2CCCCN2S(=O)(=O)c2ccccc2)on1 (configuration not stated)	-0.1	-6	-12	-7	5	-0.1	-5	1
Cc1ccc2cc3c(=O)n(C)cc(C=O)c3nc2c1	-0.2	/	-9	4	17	/	6	/
Cc1ccc(C(=O)COc2cc(O)c3c(=O)cc(-c4ccccc4)oc3c2)cc1	0.1	0	-4	-2	13	0.1	-4	2
CC(C)C(C)NC(=O)COc1nc2ccccc2nc1N(C)C1CCCCC1 (configuration not stated)	0.0	2	-3	1	7	/	3	2
CCOc1ccc(Cl)cc1CNc1nnnn1CC	0.1	5	-19	0	3	1.7	-1	-2
CCCC[C@@H]1CN=C(N)N1CCCC	0.4	8	-6	25	4	-0.1	-8	-3
COC(=O)c1cccc(C23CC4(C2)[C@H](CN(Cc2ccc(-c5ccccc5)cc2)[C@@H]4c2ccccc2)C3c2ccc(C(F)(F)F)cc2)c1 (some centres not stated)	0.2	/	/	/	14	0.5	-6	/
COc1cccc(C(=O)NN/C(C)=C/C(=O)C(F)(F)C(F)(F)C(F)(F)F)c1	0.5	35	/	/	/	/	-4	-6
Cc1ccc(NC(=O)c2cc(S(=O)(=O)N3CCc4ccccc43)cn2C)cc1	0.4	11	-12	-2	-12	-0.1	-16	0
O=C(COc1ccc([N+](=O)[O-])cc1)NNC(=O)Nc1ccc([N+](=O)[O-])cc1	0.1	/	-11	1	3	2.5	2	4
CC(=O)Nc1ccc(N2C(=O)CSC2c2ccccc2[N+](=O)[O-])cc1 (configuration not stated)	0.3	5	-2	-1	0	4.8	/	5

Full records, quoted from the list. Order of screens: Xi reactivation | esBAF inh | RAD52 inh | S100A4 MyoIIA | EWS-Fli block | E-sel inducer | FN deposit inh | RAD54 inh
COCC#Cc1ccc2c(c1)O[C@H](CN(C)S(=O)(=O)c1ccc(OC)cc1)[C@H](C)CN([C@@H](C)CO)S2(=O)=O as listed: -0.8 | 1 | 4 | 7 | -2 | -0.2 | / | 1
CSCCC(=O)Nc1ccc(C(C)=O)cc1 as listed: / | 53* | -13 | -1 | -71 | / | / | -2
CC(C)c1ccc(Nc2ncc3c(n2)CCN(C(=O)Nc2ccc(F)c(Cl)c2)C3)cc1 as listed: 0.0 | 56* | -47 | -2 | -96 | 0.1 | -8 | -11
CC(=O)Nc1ccc(N2C(=O)CSC2c2ccccc2[N+](=O)[O-])cc1 (configuration not stated) as listed: 0.3 | 5 | -2 | -1 | 0 | 4.8 | / | 5
COc1ccc(NC(=O)Nc2ccc3c(c2)C(=O)N([C@@H](C)CO)C[C@H](C)[C@@H](CN(C)Cc2ccc(C(=O)O)cc2)O3)cc1 as listed: 0.2 | 0 | -4 | 5 | -2 | -3.2 | / | -8

New compounds follow:
SMILES	Xi reactivation	esBAF inh	RAD52 inh	S100A4 MyoIIA	EWS-Fli block	E-sel inducer	FN deposit inh	RAD54 inh
CCCn1nc(NS(=O)(=O)c2cccc3nonc23)c2cc3cc(C)ccc3nc21	0.0	9	-14	-16	/	/	4	-4
CC12CCC3C(=CCc4cc(O)ccc43)C1CC(=NO)C2O (configuration not stated)	0.1	-2	-7	-1	-5	0.0	-8	/
COc1ccc(CNC(=O)c2ccccc2NC(=O)C2=C(C)OCCS2)cc1	0.0	6	4	-2	6	/	14	-1
COc1ccc(-c2cc(=O)c3c(O)c(OC)c(OC)c(OC)c3o2)cc1	0.2	/	33	-3	-51	2.9	/	/
O=C(O)CCC(=O)Nc1cccc(-c2nc3ccccc3o2)c1	1.1	-1	-14	5	6	/	0	-7
COc1cc2c(=O)n(CCC(=O)NCC3CCCO3)c(=O)n(CC(=O)Nc3ccc(C)cc3)c2cc1OC (configuration not stated)	0.3	-8	-10	6	0	/	-11	8
C[C@@H](O)C#Cc1ccc([C@H]2[C@H](CO)N3CCCCN(C(=O)c4ccc5c(c4)OCO5)C[C@@H]23)cc1	0.0	-4	0	-8	2	0.1	5	1
Cc1cccc(N2C(=O)CC(Sc3nccc(C)n3)C2=O)c1 (configuration not stated)	0.0	-9	-4	-1	17	/	-11	-1
C[C@@H]1CCCCO[C@@H](CN(C)C(=O)Nc2ccccc2)[C@H](C)CN([C@@H](C)CO)C(=O)c2cc(NC(=O)Cc3ccccc3)ccc2O1	-0.1	6	-15	-16	-4	/	-6	4
CCOC(=O)C1CCN(C(=O)c2ccc(C)o2)CC1	-0.1	/	-13	-8	-3	0.0	-13	/
CN1CCN(C(=O)C2=C[C@@H](c3ccc4c(c3)OCO4)C[C@@H](OCCCCO)O2)CC1	/	/	5	-2	3	/	/	5
CCCC(=O)Nc1ccc2c(c1)C(=O)N(C)[C@H]1CC[C@H](CC(=O)NC3CCCC3)O[C@H]1CO2	0.2	-1	-22	-11	8	0.0	3	9
Cc1cc(OCC(=O)NC2CC(C)(C)NC(C)(C)C2)c(C)cc1Br	0.2	-6	15	-1	11	0.0	/	0
NC(=S)NN=C(Cc1ccccc1)Cc1ccccc1	0.1	/	-14	-2	34	2.2	-13	/
CO[C@@H]1CN(C)C(=O)c2cc(NS(C)(=O)=O)ccc2OC[C@@H](C)N(C(=O)C2CCCC2)C[C@H]1C	0.2	7	2	4	-26	0.2	-9	-21
O=C(C[C@H]1CC[C@H](NC(=O)C2CC2)[C@H](CO)O1)NCCCN1CCOCC1	0.1	-2	5	-21	-2	-0.2	-8	8
COc1ccc([C@H]2CC(=O)C=C(c3ccc(OC(F)(F)F)cc3)C2)cc1	0.0	18	-10	-4	-42	0.0	-4	-5
NC(=O)C(Cc1ccccc1)NS(=O)(=O)c1ccc(N2CCCC2=O)cc1 (configuration not stated)	/	2	-23	-2	/	/	/	-1
COc1ccccc1C(=O)C1CCCN(C(=O)C2CCCC2)C1 (configuration not stated)	0.0	-5	-7	1	-29	0.2	-5	/
O=C(CNC(=O)c1cccc(F)c1)N/N=C/c1cccc([N+](=O)[O-])c1	0.1	/	-5	5	-9	-0.4	3	/
Oc1cccc2ccc(/C=C/c3c(F)cccc3Cl)nc12	0.0	/	-29	-3	-34	/	-6	/
CCOC(=O)c1ccc(NS(=O)(=O)c2ccc3c(c2)NC(=O)CCS3)cc1	0.0	-2	-15	-2	/	/	5	-7
COc1cccc(-c2nc(CS(=O)(=O)CC(=O)NCc3ccc4c(c3)OCO4)c(C)o2)c1	0.1	-5	-9	-8	/	/	5	-12
CC(/C=N/Nc1nc2ccccc2[nH]1)=C\c1ccccc1	0.3	/	-11	5	23	/	/	/
COc1ccc(CCNS(=O)(=O)c2cccc([N+](=O)[O-])c2)cc1OC	0.1	-2	-4	-6	3	/	-1	-6
O=C(CCCN1C(=O)c2cccc3cccc(c23)C1=O)N1CCN(c2ncccn2)CC1	0.1	/	-9	2	-14	0.0	-2	/
O=C(CSc1n[nH]c(-c2cccs2)n1)N1CCCC1	0.0	1	-10	4	-16	0.0	0	9

Compounds were not picked by outcome; overall some 3% were active at least once.
